Source: PubChem
U2OS ROS induce = cancer cell ROS induction; U2OS ROS induction, H2DCF-DA fluorescence; ROS induction (% of piperlongumine), % at 10 µM; 46,000 compounds, 2% hits; in the data active = ROS induction above about 79%, passing the limit was not always enough; inconclusive = no clear call, values can overlap the other calls;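 note: 0% = DMSO vehicle median and 100% = reference compound median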
Starred values were filed as active, the others as inactive; u = inconclusive. The list is partial, so the mix of outcomes need not match the whole.

SMILES | U2OS ROS induce
Cc1ccc(SCc2cc(=O)[nH]c(SCC(=O)n3c4ccccc4c4ccccc43)n2)cc1 | -10.2
CNC[C@H]1Oc2ccc(N(C)C)cc2C(=O)N([C@@H](C)CO)C[C@H]1C | 5.0
Cc1cccc(-n2c(N)cc(=O)nc2SCC(=O)N(c2ccccc2)c2ccccc2)c1 | 10.3
C[C@@H]1CN([C@H](C)CO)C(=O)c2cccc(NS(=O)(=O)c3ccccc3)c2O[C@@H]1CN(C)CC1CC1 | -4.8
C[C@@H]1CN([C@H](C)CO)C(=O)Cc2cc(NC(=O)Cn3cnnn3)ccc2O[C@@H]1CN(C)C(=O)Nc1ccc(F)cc1 | -7.5
C[C@@H]1CN([C@H](C)CO)C(=O)c2cccc(NC(=O)c3ccc(-c4nccs4)cc3)c2O[C@H]1CN(C)CC1CCCCC1 | 32.5
S=c1[nH]c2ccccc2n1Cc1ccccc1 | -7.0
Cc1noc(C)c1NC(=O)Nc1ccc2c(c1)C(=O)N([C@H](C)CO)C[C@H](C)[C@@H](CN(C)Cc1ccccc1)OCCCC[C@@H](C)O2 | 10.4
C[C@@H]1CN([C@H](C)CO)C(=O)Cc2cc(NC(=O)NC3CCCCC3)ccc2O[C@@H]1CN(C)C(=O)Nc1ccc2c(c1)OCO2 | -3.6
C[C@@H]1CN([C@H](C)CO)C(=O)Cc2cc(NS(=O)(=O)c3ccc(F)cc3)ccc2O[C@@H]1CN(C)S(=O)(=O)c1cccs1 | 3.4
CC(C)=CC1C(C(=O)O)C1(C)C (stereo not drawn) | 12.3
Cc1noc(C)c1NC(=O)N(C)C[C@H]1Oc2ccc(NS(=O)(=O)c3ccccc3)cc2C(=O)N([C@@H](C)CO)C[C@@H]1C | u
C[C@H](CO)N1C[C@H](C)[C@H](CN(C)Cc2ccccc2)Oc2ccc(NC(=O)NC3CCCCC3)cc2C1=O | 1.4
CCOc1cc(S(=O)(=O)NCc2ccco2)c(C)cc1C | -4.4
C[C@H](CO)N1C[C@H](C)[C@@H](CN(C)C(=O)Nc2cccc3ccccc23)Oc2c(NS(=O)(=O)c3ccc(Cl)cc3)cccc2C1=O | -5.4
C[C@@H]1CN([C@@H](C)CO)C(=O)c2cc(NS(=O)(=O)c3cccs3)ccc2O[C@@H]1CN(C)C(=O)Nc1ccc(F)cc1 | -4.8
COC(=O)c1sc2ncn(CC(=O)Nc3cccc(Cl)c3C)c(=O)c2c1C | 1.0
C[C@H]1CN([C@@H](C)CO)C(=O)c2cc(NC(=O)Cc3cn(C)c4ccccc34)ccc2O[C@@H]1CN(C)C(=O)Nc1ccc2c(c1)OCO2 | 10.4
CS(=O)(=O)N(CC(=O)Nc1cccc(F)c1)c1cccc(F)c1 | -9.6
CC(C)NC(=O)N(C)C[C@@H]1Oc2ncc(C#Cc3ccccc3)cc2C(=O)N([C@H](C)CO)C[C@@H]1C | -9.1
COc1ccc(NC(=O)Nc2ccc3c(c2)CC(=O)N([C@H](C)CO)C[C@@H](C)[C@H](CN(C)S(=O)(=O)c2cn(C)cn2)O3)cc1 | 0.2
O=C(CCN1C(=O)C2C3C=CC(C3)C2C1=O)Nc1cccc2ccccc12 (stereo not drawn) | -1.6
C[C@@H]1CN([C@H](C)CO)C(=O)Cc2cc(NC(=O)Cc3ccccc3)ccc2O[C@H]1CN(C)CC1CC1 | 5.3
CNC(=S)N1CCN(c2ccccc2OC)CC1 | 9.4
CCOC(=O)c1c(C)n(-c2cccc(C)c2)c2ccc(O)cc12 | -3.5
C[C@@H]1CN([C@@H](C)CO)C(=O)c2cc(NC(=O)CCC(F)(F)F)ccc2O[C@H]1CN(C)CC1CCCCC1 | -6.1
Cc1nnc(Sc2ccc(/C=N/NC(=O)c3cccc(C(=O)NO)c3)o2)n1C | 1.4
COc1ccc(NC(=O)Nc2ccc3c(c2)CC(=O)N([C@H](C)CO)C[C@@H](C)[C@H](CN(C)C(=O)NC(C)C)O3)cc1 | 10.3
C[C@@H]1CN([C@H](C)CO)C(=O)Cc2cc(NC(=O)NC3CCCCC3)ccc2O[C@H]1CN(C)C(=O)NC1CCCCC1 | 9.5
COc1ccc(N2CCN(C(=O)c3ccc(C#CC4(O)CCCCC4)cc3)CC2)cc1 | -12.2
COc1ccc(CNc2ncn[nH]2)cc1OC | -22.6
COCc1cc(C)nc2sc3c(=O)n(Cc4ccccc4)nnc3c12 | 2.0
C[C@@H]1CN([C@H](C)CO)C(=O)c2cccc(NC(=O)c3nc4ccccc4s3)c2O[C@@H]1CN(C)Cc1ccc(C(F)(F)F)cc1 | -1.7
C[C@@H]1CN([C@H](C)CO)C(=O)c2cccc(NC(=O)C3CCOCC3)c2O[C@H]1CN(C)C | 3.7
FC(F)(F)c1cccc(NC(=S)N2CCn3cccc3C2c2cccnc2)c1 (stereo not drawn) | 1.9
O=C(N/N=C/c1ccc2ccccc2c1O)c1ccccn1 | -14.7

Of the compounds above, two contain a furan ring, fused or not:
SMILES | U2OS ROS induce
CCOc1cc(S(=O)(=O)NCc2ccco2)c(C)cc1C | -4.4
Cc1nnc(Sc2ccc(/C=N/NC(=O)c3cccc(C(=O)NO)c3)o2)n1C | 1.4

Other results follow:
SMILES | U2OS ROS induce
C[C@H](CO)N1C[C@H](C)[C@@H](CN(C)Cc2ccc(Oc3ccccc3)cc2)Oc2ccc(NS(=O)(=O)c3ccccc3)cc2C1=O | u
O=C(O)C1=C[C@@H](c2csc3ccccc23)C[C@@H](OCc2ccc(CO)cc2)O1 | 0.4
COc1ccc(-c2nc3c4cnn(-c5cccc(C)c5)c4ncn3n2)cc1 | -5.8
C[C@@H]1CN([C@@H](C)CO)C(=O)c2cc(NS(=O)(=O)c3cn(C)cn3)ccc2O[C@H]1CN(C)C | -10.6
Cc1ccc(S(=O)(=O)Nc2ccc3c(c2)C(=O)N([C@H](C)CO)C[C@H](C)[C@@H](CN(C)Cc2ccc(-c4ccccc4)cc2)O3)cc1 | 57.9
CC(=O)Nc1ccc(OCC(O)Cn2cnc3ccccc32)cc1 (stereo not drawn) | -10.8
C[C@@H]1CN([C@H](C)CO)C(=O)Cc2cc(NC(=O)C3CC3)ccc2O[C@H]1CN(C)Cc1ccc(C(F)(F)F)cc1 | 8.0
COc1ccc(S(=O)(=O)N(C)C[C@H]2Oc3c(NC(=O)C4CC4)cccc3C(=O)N([C@H](C)CO)C[C@@H]2C)cc1 | 7.3
CCC(C)NC(=O)Cc1ccc(OC)cc1 (stereo not drawn) | -11.2
COc1ccc(C)cc1N(CC(=O)Nc1cccc(Cl)c1Cl)S(C)(=O)=O | 85.4*
C[C@@H]1CCCCO[C@H](CN(C)C(=O)Nc2cccc3ccccc23)[C@@H](C)CN([C@H](C)CO)C(=O)c2cc(NC(=O)NC3CCCCC3)ccc2O1 | 43.4
C[C@@H]1CN([C@H](C)CO)C(=O)c2cccc(NC(=O)C3CCOCC3)c2O[C@@H]1CN(C)Cc1ccc(C(F)(F)F)cc1 | -4.0
COc1ccc(NC(=O)Nc2cccc3c2O[C@@H](CN(C)Cc2ccc4c(c2)OCO4)[C@H](C)CN([C@@H](C)CO)C3=O)cc1 | 25.7
COc1cccc(C(=O)Nc2cc(C)ccc2NC(=O)COc2ccccc2)c1 | 5.2
C[C@H](CO)N1C[C@H](C)[C@H](CN(C)Cc2ccc3c(c2)OCO3)Oc2ccc(NS(=O)(=O)c3ccc(Cl)cc3)cc2CC1=O | 26.3
C#C[C@]1(O)CCC2C3CCC4=CC(=O)CC[C@@H]4C3CC[C@@]21C (stereo partly drawn) | 1.2
C[C@@H]1CN([C@H](C)CO)C(=O)c2cccc(NC(=O)c3ccncc3)c2O[C@@H]1CN(C)CC1CCCCC1 | -6.2
C[C@H]1CN([C@@H](C)CO)C(=O)Cc2cc(NS(=O)(=O)c3ccc(Cl)cc3)ccc2O[C@H]1CN(C)Cc1ccc(C(=O)Nc2ccccc2N)cc1 | 66.7
Cc1ccc(S(=O)(=O)N(C)C[C@H]2Oc3c(NS(=O)(=O)c4cccs4)cccc3C(=O)N([C@@H](C)CO)C[C@@H]2C)cc1 | -7.0
COC(=O)CCCCCCC(=O)N/N=C/[C@@H](O)[C@H](O)[C@H](O)CO | -2.5
Cn1c2c(c3ccccc31)C(C)(C)Cc1c-2cnn1-c1ccccc1 | 17.6
COc1ccccc1-n1c(C)nc(=O)c(-c2ccccc2)c1C | -1.2
CCC1(c2ccccc2)C(=O)NCNC1=O | 2.2
Cc1ccc(S(=O)(=O)Nc2cccc3c2O[C@H](CN(C)C(=O)NC2CCCCC2)[C@@H](C)CN([C@@H](C)CO)C3=O)cc1 | 2.0
COc1ccc(NC(=O)N(C)C[C@H]2Oc3ccc(NS(=O)(=O)c4ccc(C)cc4)cc3C(=O)N([C@@H](C)CO)C[C@H]2C)cc1 | -5.6
COc1ccc(CN(C)C[C@H]2Oc3ccc(NS(=O)(=O)c4ccccc4)cc3C(=O)N([C@H](C)CO)C[C@@H]2C)cc1 | 17.1
Cc1ccc(S(=O)(=O)N(C)C[C@H]2Oc3ccc(NC(=O)CCCCCC(=O)Nc4ccccc4N)cc3C(=O)N([C@H](C)CO)C[C@@H]2C)cc1 | -7.4
CCC(=O)Nc1ccc(-c2nc3cccnc3s2)cc1 | -2.7
C[C@H](CO)N1C[C@H](C)[C@H](CN(C)C)Oc2ccc(NC(=O)Cc3ccccc3)cc2CC1=O | 1.7
COc1ccccc1NC(=O)CC(c1ccccc1)c1ccc(C)cc1O (stereo not drawn) | 9.2
Cc1ncc(CSc2nc3ccc(C(F)(F)F)cc3[nH]2)c(CO)c1O | -3.4
COc1cc2c3c(c1OC)-c1cc(OC(C)=O)ccc1CC3N(C(C)=O)CC2 (stereo not drawn) | -3.5
Cc1noc(C)c1NC(=O)Nc1cccc2c1O[C@@H](CN(C)S(C)(=O)=O)[C@@H](C)CN([C@H](C)CO)C2=O | -2.2
C[C@@H]1CCCCO[C@@H](CN(C)Cc2ccc(Cl)c(Cl)c2)[C@@H](C)CN([C@H](C)CO)C(=O)c2cc(NC(=O)C3CCCCC3)ccc2O1 | 38.5
COc1ccc(C(=O)CSc2nc3ccccc3c(=O)[nH]2)cc1OC | 28.0
Cc1ccc(OCC(=O)Nc2cc3nn(-c4ccc(C)cc4)nc3cc2C)cc1 | 8.9
C[C@H]1CN([C@@H](C)CO)C(=O)c2cc(NC(=O)Cn3cnnn3)ccc2O[C@H]1CN(C)Cc1ccc(-c2ccccc2)cc1 | 2.9
COc1ccc(S(=O)(=O)N(C)CC(=O)Nc2ccccc2C(F)(F)F)cc1 | 7.1
O=C1O[C@H](c2ccccc2)[C@H](c2ccccc2)N2[C@H]1[C@@H](C(=O)O)[C@]1(C(=O)Nc3ccc(C#CC4=CCCCC4)cc31)[C@H]2c1ccc(O)cc1 | 21.3
C[C@@H]1CN([C@@H](C)CO)C(=O)c2cc(NC(=O)Nc3ccc(F)cc3)ccc2O[C@H]1CN(C)Cc1ccc(Oc2ccccc2)cc1 | 47.1
C[C@@H]1CN([C@H](C)CO)C(=O)c2cc(NC(=O)C3CCCCC3)ccc2O[C@@H]1CN(C)C(=O)Nc1ccc(C(F)(F)F)cc1 | -0.6
Cc1noc(C)c1NC(=O)N(C)C[C@H]1Oc2ccc(NC(=O)Nc3cccc4ccccc34)cc2C(=O)N([C@H](C)CO)C[C@@H]1C | 59.1

Gathered by group, the entries above with fluorine (13)
SMILES | U2OS ROS induce
C[C@@H]1CN([C@H](C)CO)C(=O)Cc2cc(NC(=O)Cn3cnnn3)ccc2O[C@@H]1CN(C)C(=O)Nc1ccc(F)cc1 | -7.5
C[C@@H]1CN([C@H](C)CO)C(=O)Cc2cc(NS(=O)(=O)c3ccc(F)cc3)ccc2O[C@@H]1CN(C)S(=O)(=O)c1cccs1 | 3.4
C[C@@H]1CN([C@@H](C)CO)C(=O)c2cc(NS(=O)(=O)c3cccs3)ccc2O[C@@H]1CN(C)C(=O)Nc1ccc(F)cc1 | -4.8
CS(=O)(=O)N(CC(=O)Nc1cccc(F)c1)c1cccc(F)c1 | -9.6
C[C@@H]1CN([C@@H](C)CO)C(=O)c2cc(NC(=O)CCC(F)(F)F)ccc2O[C@H]1CN(C)CC1CCCCC1 | -6.1
C[C@@H]1CN([C@H](C)CO)C(=O)c2cccc(NC(=O)c3nc4ccccc4s3)c2O[C@@H]1CN(C)Cc1ccc(C(F)(F)F)cc1 | -1.7
FC(F)(F)c1cccc(NC(=S)N2CCn3cccc3C2c2cccnc2)c1 (stereo not drawn) | 1.9
C[C@@H]1CN([C@H](C)CO)C(=O)Cc2cc(NC(=O)C3CC3)ccc2O[C@H]1CN(C)Cc1ccc(C(F)(F)F)cc1 | 8.0
C[C@@H]1CN([C@H](C)CO)C(=O)c2cccc(NC(=O)C3CCOCC3)c2O[C@@H]1CN(C)Cc1ccc(C(F)(F)F)cc1 | -4.0
Cc1ncc(CSc2nc3ccc(C(F)(F)F)cc3[nH]2)c(CO)c1O | -3.4
COc1ccc(S(=O)(=O)N(C)CC(=O)Nc2ccccc2C(F)(F)F)cc1 | 7.1
C[C@@H]1CN([C@@H](C)CO)C(=O)c2cc(NC(=O)Nc3ccc(F)cc3)ccc2O[C@H]1CN(C)Cc1ccc(Oc2ccccc2)cc1 | 47.1
C[C@@H]1CN([C@H](C)CO)C(=O)c2cc(NC(=O)C3CCCCC3)ccc2O[C@@H]1CN(C)C(=O)Nc1ccc(C(F)(F)F)cc1 | -0.6
